Bioassay records (PubChem BioAssay)
EPAC2 ag: qHTS for Agonist of cAMP-regulated guanine nucleotide exchange factor 4 (EPAC2): primary screen. Rap guanine nucleotide exchange factor 4 (Homo sapiens), Q8WZA2. EPAC2 activation, biochemical qHTS; response scale: 100% = 6.5 mM cAMP response. Potency, µM (doses to about 154 µM), for the others: at the top dose activation, most hits filed as activators. 0.079% of 360,000 active. AID 720711, 2013; also: nearly all actives have a fitted effect of over 50% in size
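Compounds were added across a concentration range to EPAC2 (100 nM), RAP1B-BODIPY-GDP (250 nM) and GDP (50 uM). After 5 min at room temperature, fluorescence was recorded at 5-min intervals for 30 min.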
EPAC1 agonist: qHTS for Agonist of cAMP-regulated guanine nucleotide exchange factor 3 (EPAC1): primary screen; EPAC1 agonist qHTS, biochemical assay; response scale: 100% = response to 6.5 mM cAMP; Potency, µM (doses to about 154 µM), for the others: at the top dose activation, most hits filed as activators; 0.073% of 360,000 active; also: nearly all actives have a fitted effect of over 60% in size
Target sequence (O95398 whole entry, looked up): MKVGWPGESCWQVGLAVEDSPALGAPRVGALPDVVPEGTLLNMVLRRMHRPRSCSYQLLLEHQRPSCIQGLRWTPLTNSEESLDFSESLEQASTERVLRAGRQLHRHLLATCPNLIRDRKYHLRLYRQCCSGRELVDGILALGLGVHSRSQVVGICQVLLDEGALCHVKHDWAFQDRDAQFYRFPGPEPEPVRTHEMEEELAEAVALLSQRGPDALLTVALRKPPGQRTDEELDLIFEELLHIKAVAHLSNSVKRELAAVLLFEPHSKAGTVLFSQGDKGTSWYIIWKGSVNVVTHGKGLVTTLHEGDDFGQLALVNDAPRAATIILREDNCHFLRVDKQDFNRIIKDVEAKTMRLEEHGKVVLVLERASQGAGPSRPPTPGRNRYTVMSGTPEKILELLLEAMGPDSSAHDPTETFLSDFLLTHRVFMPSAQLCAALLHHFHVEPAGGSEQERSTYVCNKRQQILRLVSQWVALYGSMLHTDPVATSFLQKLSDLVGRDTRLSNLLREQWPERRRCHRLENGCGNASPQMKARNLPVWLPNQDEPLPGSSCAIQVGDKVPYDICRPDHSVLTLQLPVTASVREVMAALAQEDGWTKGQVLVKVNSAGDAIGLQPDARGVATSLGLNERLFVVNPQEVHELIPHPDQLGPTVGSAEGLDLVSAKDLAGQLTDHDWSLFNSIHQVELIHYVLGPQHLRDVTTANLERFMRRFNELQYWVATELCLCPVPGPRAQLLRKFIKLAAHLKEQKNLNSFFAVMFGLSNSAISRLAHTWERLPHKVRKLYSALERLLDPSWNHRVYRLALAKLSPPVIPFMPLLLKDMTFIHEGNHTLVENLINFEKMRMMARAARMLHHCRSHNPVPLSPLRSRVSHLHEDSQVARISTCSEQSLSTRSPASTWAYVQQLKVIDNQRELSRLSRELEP
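Read-out is the fluorescence drop as BODIPY-GDP leaves Rap1B (480 nm excitation, 540 nm emission), recorded every 5 minutes over 30 minutes. Reactions held 100 nM EPAC1, 250 nM Rap1B–BODIPY-GDP and 50 uM GDP, with 6.5 mM cAMP setting full activation.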
EPAC1 antag: qHTS for Antagonist of cAMP-regulated guanine nucleotide exchange factor 3 (EPAC1): primary screen; 0.14% of 360,000 active; Rap guanine nucleotide exchange factor 3 (Homo sapiens), O95398; EPAC1 GEF assay, Rap1b-BODIPY-GDP exchange fluorescence; Potency, µM (highest dose often 115 µM), without a hit: top-dose activity change, negative = inhibition, most hits filed as inhibitors;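 also: plate controls were vehicle for no effect and positive control for full effect; nearly all actives have a fitted effect of over 50% in size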
TDP43 rescue: qHTS of TDP-43 Inhibitors; AID 652104, 2013; TDP-43 expressing yeast growth rescue, BacTiter-Glo, 24 h; Potency, µM (highest dose often 46.1 µM), inactives show at the top dose growth rescue (activation), hits mostly activators; 1.8% of 410,000 active; also: % of control where 0% means no effect; nearly all actives have a fitted effect of over 50% in size
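Yeast expressing TDP-43 (pregrown in raffinose, seeded at OD600=0.02 in galactose medium) exposed to compounds 24 hr at 30 deg C. Growth read by BacTiter-Glo luminescence; rescue of toxicity appears as increased signal.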
PTHR1 agonist: qHTS for PTHR1 Agonists: Primary Screen. Parathyroid hormone/parathyroid hormone-related peptide receptor (Homo sapiens), Q03431. HEK293 GP2 PTHR1 cells, GloSensor cAMP luminescence, 1 h. Potency, µM (series often up to 115 µM), inactives show top-dose activation, actives largely listed as activators. 0.075% of 410,000 active. AID 743266, 2014; also: nearly all actives have a fitted effect of over 55% in size; some results filed as inactive show a strong effect at the top dose; inactives centre near -15; many of its hits are not listed in these tables
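HEK-293-derived GP2 cells expressing PTHR1 and a GloSensor cAMP reporter, 3,000/well, plated overnight, given luciferin plus IBMX (each 0.5 mM as added) for 1 h at 37 °C, then compound for 1 h at 37 °C. Luminescence was read after 15 min at room temperature.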
aSyn rescue: qHTS of alpha-syn Inhibitors. Yeast expressing alpha-synuclein, growth rescue, BacTiter-Glo, 24 h. Potency, µM (doses to about 46.1 µM), for the others: top-dose growth rescue (activation), usual class: activators. 0.14% of 370,000 active. AID 652106, 2013; also: % of control where 0% means no effect; nearly all actives have a fitted effect of over 65% in size
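Readout is rescue of growth in alpha-synuclein-expressing yeast, so inhibitors of toxicity appear as activators. Growth after 24 hr at 30 deg C in galactose medium is quantified by luminescence.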
EPAC2 antag: qHTS for Antagonist of cAMP-regulated guanine nucleotide exchange factor 2 (EPAC2): primary screen; Rap guanine nucleotide exchange factor 4 (Homo sapiens), Q8WZA2; EPAC2 GEF exchange of Rap1B-BODIPY-GDP, fluorescence; Potency, µM (doses to about 114 µM), inactives show top-dose activity, negative = inhibition, actives largely listed as inhibitors; 0.18% of 360,000 active; also: % is scaled to controls: 0 for no effect and ±100 for the full control effect; nearly all actives have a fitted effect of over 45% in size; many of its hits are not listed in these tables
FUS suppressor: qHTS for Suppressors of FUS Proteinopathy: Primary screen using FUS-linked yeast assay. S. cerevisiae FUS-expressing, growth rescue, OD600, 24 h. Potency, µM (doses to about 76.6 µM), for inactives: at the highest dose growth rescue (activation), actives largely listed as activators. 0.24% of 390,000 active;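 also: plate controls were DMSO vehicle for no effect and reference control for full effect; nearly all actives have a fitted effect of over 55% in size; some results filed as inactive show a strong effect at the top dose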
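Quantitative HTS measuring growth restoration of FUS-toxic yeast. Galactose-induced cells (OD 0.005) were exposed 24hr at 30C to compounds at several concentrations, then absorbance at 600 nm was recorded.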
* hit, by the source's call; i = inactive; ? = inconclusive; · = no result given; & = joins results of further samples; [ ] = remark or other dose. Calls follow the shape of the dose curve; as a rule, active = well fitted curve in the direction sought with a large enough effect; inconclusive = small, poorly fitted or top-dose-only effect, or another doubt; inactive = no such curve, though single readings can be large; an effect the other way counts as inactive or inconclusive. Potency is read from the fitted curve at half-maximal effect. The list is partial; the hit share may differ from the screen's.

1	CN(C)c1oc(COc2ccccc2F)nc1C#N
2	O=C(NCCCCc1ccccc1)c1cccc(NC(=O)C2CCCCC2)c1
3	O=C(CNC(=O)c1ccco1)Nc1ccc(Cl)cc1
4	CCOc1ccc(/C=N/Nc2nc(N3CCCC3)nc(N3CCCC3)n2)cc1OC
5	Cc1cc(C(=O)CSc2nnc(-c3cccs3)n2Cc2ccccc2)c(C)n1C
6	COc1cccc(-n2cc3c(=O)n(C)c(=O)n(C)c3c2)c1
7	CCN(CC)C(=O)C(Sc1nnnn1-c1ccc(O)cc1)c1ccccc1 (centres undefined)
8	O=C1CCCC2=C1C(c1ccco1)Nc1ccc3ccccc3c12 (centres undefined)
9	O=C1/C(=C/c2ccncc2)SC(=S)N1N1CCOCC1
10	COC(=O)c1ccc(NC(=O)Cn2nc(SC)n(N)c2=S)cc1

entry no.	1	2	3	4	5	6	7	8	9	10
EPAC2 ag	4%	17%	10%	5%	-5%	-13%	-9%	-10%	-3%	6%
EPAC1 agonist	-6%	-9%	5%	7%	8%	-3%	-3%	-2%	0%	13%
EPAC1 antag	6%	-26%	-6%	-5%	5%	-9%	3%	-30%	2%	-14%
TDP43 rescue	27%	-5%	2%	-8%	5%	11%	3%	6%	?	12%
PTHR1 agonist	-23%	-29%	i	i	-22%	i	0%	-28%	-24%	i
aSyn rescue	-1%	12%	1%	-13%	3%	5%	0%	-6%	-23%	1%
EPAC2 antag	8%	3%	-14%	-9%	-3%	3%	?	12%	5%	3%
FUS suppressor	11%	21%	15%	5%	35%	9%	4%	·	-21%	-28%

Reformatted as labelled records: entries from further up
[1] CN(C)c1oc(COc2ccccc2F)nc1C#N
  EPAC2 ag: 4%	EPAC1 agonist: -6%	EPAC1 antag: 6%	TDP43 rescue: 27%	PTHR1 agonist: -23%	aSyn rescue: -1%	EPAC2 antag: 8%	FUS suppressor: 11%
[2] O=C(NCCCCc1ccccc1)c1cccc(NC(=O)C2CCCCC2)c1
  EPAC2 ag: 17%	EPAC1 agonist: -9%	EPAC1 antag: -26%	TDP43 rescue: -5%	PTHR1 agonist: -29%	aSyn rescue: 12%	EPAC2 antag: 3%	FUS suppressor: 21%
[3] O=C(CNC(=O)c1ccco1)Nc1ccc(Cl)cc1
  EPAC2 ag: 10%	EPAC1 agonist: 5%	EPAC1 antag: -6%	TDP43 rescue: 2%	PTHR1 agonist: i	aSyn rescue: 1%	EPAC2 antag: -14%	FUS suppressor: 15%

Next entries follow.
11	O=S(=O)(NC1CCCC1)c1ccccc1Cl
12	O=C1CC(NN2CCCCC2)C(=O)N1c1ccccc1 (centres undefined)
13	C=CCn1c(=O)[nH]c2nc3cc(N=CN(C)C)c(C)cc3nc2c1=O
14	Cc1noc(C)c1C(=O)NC1=NCCS1
15	O=C(Oc1ccc(Br)cc1)c1n[nH]c(=O)c2ccccc12
16	O=C1Nc2c(c(=O)[nH]c(=O)n2-c2ccc(F)cc2)C1(NS(=O)(=O)c1ccccc1)C(F)(F)F (centres undefined)
17	O=C(CCn1cnnn1)N1CCCC(Nc2ccc(F)cc2)C1 (centres undefined)
18	CC(NS(=O)(=O)c1ccc(N)cc1)C1CC2CCC1C2 (centres undefined)
19	Cc1ccc(C(CC(=O)NCCCN(C)C)c2ccc(OC(C)C)cc2)cc1 (centres undefined)
20	Cc1ccccc1-c1nc(CS(=O)(=O)CC(=O)NCCCN2CC(C)CC(C)C2)c(C)o1 (centres undefined)

entry no.	11	12	13	14	15	16	17	18	19	20
EPAC2 ag	5%	-2%	?	11%	0%	6%	0%	4%	0%	6%
EPAC1 agonist	6%	1%	6%	-3%	4%	-2%	-1%	0%	-5%	-7%
EPAC1 antag	-1%	-16%	25%	1%	1%	20%	7%	-18%	1%	12%
TDP43 rescue	26%	21%[9.22 µM]	5%	-16%	-1%	-5%	-16%	-9%	-6%	17%
PTHR1 agonist	i	i	i	?	i	i	-13%	-9%	i	-17%
aSyn rescue	-8%	0%	11%	0%	1%	-4%	1%	?	-5%	2%
EPAC2 antag	18%	16%	40%[activator]	3%	0%	3%	0%	-4%	0%	0%
FUS suppressor	26%	11%	-6%	4%	17%	-1%	·	1%	12%	26%

21	CC1(C)CC(=O)C(CSC(=O)c2ccccc2)C(=O)C1
22	O=C(CN1CC(=O)Nc2ccccc21)NCCc1ccc(Cl)cc1Cl
23	O=C(COc1ccc(Br)cc1)NCC1COc2ccccc2O1 (centres undefined)
24	O=C(NC1CC1)C1CC(=O)N(c2cccc(Cl)c2)C1 (centres undefined)
25	COc1cc(OC)cc(C(=O)N[C@H](C(=O)OCC(=O)Nc2ccc(OC)c(OC)c2)C(C)C)c1
26	CCCOc1ccc2c3c(c(=O)oc2c1OCCC)CCCC3
27	O=C(CNS(=O)(=O)c1ccc2ccccc2c1)Nc1ccc(F)c(F)c1F
28	COc1cc(C2C3=C(CC(C)(C)CC3=O)Nc3ccccc3N2C(C)=O)cc(OC)c1OC (centres undefined)
29	COc1cc(OC)cc(C(=O)OCC(=O)NC(c2ccccc2)c2ccccc2)c1
30	COc1ccc(/C=C/C(=O)NCCc2ccc(S(N)(=O)=O)cc2)cc1

entry no.	21	22	23	24	25	26	27	28	29	30
EPAC2 ag	7%	14%	13%	1%	3%	-5%	-9%	10%	1%	3%
EPAC1 agonist	7%	7%	5%	-3%	2%	-3%	5%	16%	11%	-7%
EPAC1 antag	-1%	-12%	-5%	13%	-7%	-22%	13%	-20%	-15%	-4%
TDP43 rescue	?	7%[9.22 µM]	25µM*	3%	17%	19%	16%	9%	13%	8%
PTHR1 agonist	-13%	-1%	-25%	-12%	-20%	-25%	-3%	-16%	i	-2%
aSyn rescue	?	-2%	?	-2%	3%	-15%	0%	0%	-1%	1%
EPAC2 antag	-7%	7%	?	7%	-5%	-6%	-2%	12%	1%	7%
FUS suppressor	3%	16%	11%	8%	22%	2%	·	-9%	-15%	10%

Along the list, from the results shown.
EPAC1 agonist, compounds 22–28, in order: 7%, 5%, -3%, 2%, -3%, 5%, 16%
FUS suppressor, compounds 22–28, in order: 16%, 11%, 8%, 22%, 2%, ·, -9%

(more compounds)
31	COc1cc(=O)oc(-c2ccccc2)c1C(C)=O
32	COc1ccc(N2CCN(C(=O)c3cc4c(=O)n(Cc5ccccc5)ccc4nc3C)CC2)cc1
33	COc1ccc(C2(CNC(=O)CCC(=O)O)CCCC2)cc1
34	C=CCc1ccccc1OCCn1ccnc1
35	Cn1c(/C(C#N)=C(\O)c2ccccc2Cl)nc2ccccc21
36	COc1cc2c(c(OC)c1OC)-c1ccc(NC(=O)c3ccc(F)cc3)c(=O)cc1[C@@H](NC(C)=O)CC2
37	Cc1ccccc1CNC(=O)c1ccccc1SCC(=O)NCc1ccco1
38	CCn1c(Cc2ccc(OC)cc2)nnc1SCC(=O)Nc1ccc(N2CCOCC2)cc1
39	Cn1cc(CN2CCCC(C(=O)c3cccs3)C2)c(-c2cccc(Cl)c2)n1 (centres undefined)
40	COc1ccc2[nH]c3c(c2c1)CCN1C(=O)C(CC(=O)NCCC2=CCCCC2)C[C@H](C(=O)N2CCCCC2)[C@@]31CCc1ccccc1 (some centres undefined)

entry no.	31	32	33	34	35	36	37	38	39	40
EPAC2 ag	14%	-5%	1%	2%	13%	5%	2%	4%	4%	-7%
EPAC1 agonist	7%	18%	-7%	0%	10%	15%	-2%	-4%	-3%	7%
EPAC1 antag	6%	-2%	-16%	7%	9%	1%	5%	11%	-24%	-11%
TDP43 rescue	-4%	-9%&22%	22%	2%	-19%	20%	-13%	2%	·	13%
PTHR1 agonist	i	i	i	-2%[57.5 µM]	i	i	i	-5%	-1%	-21%
aSyn rescue	6%	8%	2%	-2%	-4%	5%	1%	-3%	0%	-2%
EPAC2 antag	-1%	-6%	5%	21%	-11%	-4%	6%	8%	-21%	-1%
FUS suppressor	0%	?	-6%	11%	14%	?	4%	15%	9%	-3%

41	COC(=O)CN1C(=O)COc2ccc(S(=O)(=O)N3CCCCCC3)cc21
42	COc1ccc(NC(=O)C(c2ccc(OC)cc2)n2c(=O)c(-c3ccco3)nc3ccccc32)cc1 (centres undefined)
43	CN1CC=C2C(C#N)=C(N)C(C#N)(C#N)C(c3cccc(Cl)c3Cl)C2C1 (centres undefined)
44	C#CCOc1ccccc1C(N)=O
45	O=C(COC(=O)c1ccc(O)cc1)Nc1ccc(OC(F)F)cc1
46	COc1ccc(C2=Nn3c(nnc3-c3ccccc3OC)SC2)cc1OC1CCCC1
47	O=C1CSc2ccc(S(=O)(=O)N3CCN(c4ccccc4F)CC3)cc2N1
48	COC(=O)c1ccc(CS(=O)(=O)c2ccc(C)cc2)o1

entry no.	41	42	43	44	45	46	47	48
EPAC2 ag	2%	5%	13%	6%	6%	7%	17%	12%
EPAC1 agonist	-7%	2%	12%	-2%	-8%	-10%	-11%	-3%
EPAC1 antag	-10%	-1%	-7%	9%	-2%	-12%	-7%	-5%
TDP43 rescue	5%	22%	19%	8%	-18%[1.82 µM]	·	5%	12%
PTHR1 agonist	i	i	-9%	-23%	-23%	i	-34%[inhibitor]	i
aSyn rescue	0%	0%	-6%	-4%	0%	·	2%	-2%
EPAC2 antag	14%	4%	-15%	12%	-9%	-11%	-4%	4%
FUS suppressor	-28%	?	·	-13%	-7%	?	-10%	-17%

Reformatted: results already given
[46] COc1ccc(C2=Nn3c(nnc3-c3ccccc3OC)SC2)cc1OC1CCCC1
  EPAC2 ag: 7%
  EPAC1 agonist: -10%
  EPAC1 antag: -12%
  TDP43 rescue: ·
  PTHR1 agonist: i
  aSyn rescue: ·
  EPAC2 antag: -11%
  FUS suppressor: ?
[48] COC(=O)c1ccc(CS(=O)(=O)c2ccc(C)cc2)o1
  EPAC2 ag: 12%
  EPAC1 agonist: -3%
  EPAC1 antag: -5%
  TDP43 rescue: 12%
  PTHR1 agonist: i
  aSyn rescue: -2%
  EPAC2 antag: 4%
  FUS suppressor: -17%
